# CFTR F508del cor – F508del CFTR correction, initial screen, CFBE line, single point | CFBE cells, YFP halide quenching; stimulated with forskolin plus potentiator P3; % fluorescence drop versus neutral controls | activity (quench increase), % at 7.58 µM | hit rate 0.36% among 350,000 | AID 720511, 2013;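 active = mean added fluorescence quench of at least 8% versus neutral control, with both replicates also reaching 8%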;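 note: cells transiently co-express mutant CFTR-F508del with the halide-sensitive YFP; corrector assay measuring rescue of mutant channel to the surface after 24 h compound exposure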
# miR122 inh – miR-122 Renilla sensor signal increase in Huh7, primary screen, miR-122 inhibitor project, cell-based, single point, plate reader; Huh7 miR-122 Renilla luciferase sensor, 48 h; neutral wells = 0, positive control = 100; activation (reporter increase), % at 12.5 µM; hit rate 0.3% among 340,000; AID 602342, 2012;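 active = mean replicate activation score at least 90 and every replicate individually at or above 90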;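 note: higher luciferase means less miR-122 activity so hits act as miR-122 inhibitors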
# Starred values were filed as active, the others as inactive; [ ] = dose if it differs, or a comment. Only part of the results is shown, so the mix of outcomes need not match the whole.
CFTR F508del cor	miR122 inh	Structure
-0.3	-13[16.7 µM]	CCCC(=O)Nc1ccc2c(c1)C(=O)N(C)[C@@H]1CC[C@H](CC(=O)NCc3cccc(F)c3)O[C@@H]1CO2
-3.0	-4[16.7 µM]	CNC[C@@H]1Oc2cc(C3=CCCC3)ccc2S(=O)(=O)N([C@@H](C)CO)C[C@H]1C
3.5	12[16.7 µM]	CCCNC(=O)Nc1ccc2c(c1)C(=O)N(C)C[C@H](OC)[C@@H](C)CN(CCC(F)(F)F)[C@H](C)CO2
-6.5	25[16.7 µM]	C[C@H]1CN([C@@H](C)CO)S(=O)(=O)c2ccc(-c3ccc(F)cc3)cc2O[C@@H]1CN(C)C(=O)Nc1ccc(F)cc1
3.5	-55[16.7 µM]	CN1C(=O)c2cc(NC(=O)c3ccc(C(F)(F)F)cc3)ccc2OC[C@@H]2O[C@@H](CC(=O)NC3Cc4ccccc4C3)CC[C@@H]21
-4.3	-8[16.7 µM]	CO[C@H]1CN(C)C(=O)c2cc(NC(=O)c3ccc(F)cc3)ccc2OC[C@H](C)NC[C@H]1C
-1.1	-3[16.7 µM]	COc1ccccc1-c1cnc2c(c1)C(=O)N([C@H](C)CO)C[C@H](C)[C@H](CN(C)CC1CC1)O2
0.9	-5[16.7 µM]	CN(C)C(=O)C[C@H]1CC[C@H]2[C@H](COc3ccc(NC(=O)C4CCCCC4)cc3C(=O)N2C)O1
1.7	0[16.7 µM]	C[C@H]1CN([C@@H](C)CO)C(=O)c2cccc(NC(=O)C3CCCCC3)c2O[C@@H]1CN(C)Cc1ccc(-c2ccccc2)cc1
-3.7	4[16.7 µM]	COc1cccc(-c2ccc3n(c2=O)C[C@H]2N[C@@H]3[C@@H](C(=O)N3CCCCC3)[C@@H]2CO)c1
0.7	-1	COc1ccc(CNC(=O)C2CC(c3cc(C(F)(F)F)cc(C(F)(F)F)c3)=NO2)cc1 (configuration not stated)
-0.4	-1[16.7 µM]	C[C@@H]1CN([C@@H](C)CO)C(=O)Cc2cc(NC(=O)CCCN(C)C)ccc2O[C@@H]1CN(C)S(=O)(=O)c1ccccc1
0.2	-7[16.7 µM]	C/C=C/c1ccc([C@H]2[C@H](CO)N(C(=O)CC)[C@H]2CNC(=O)CC2CC2)cc1
-1.6	-10[16.7 µM]	COCC(=O)N(C)C[C@H]1Oc2cc(-c3ccc(C#N)cc3)ccc2S(=O)(=O)N([C@H](C)CO)C[C@@H]1C
-2.2	-3[16.7 µM]	CCCN(C)C[C@H]1OCCCC[C@H](C)Oc2ccc(NC(=O)CCC(F)(F)F)cc2C(=O)N([C@@H](C)CO)C[C@H]1C
0.9	-3[16.7 µM]	CCCNC(=O)N1C[C@@H](C)[C@H](OC)CN(C)C(=O)c2cc(NC(=O)C3CCC3)ccc2OC[C@@H]1C
-4.5	-9[16.7 µM]	Cc1cccc(-c2ccc([C@@H]3[C@@H](CO)N4CCCCN(S(=O)(=O)c5ccccc5F)C[C@@H]34)cc2)c1
2.3	-7[16.7 µM]	CCCN(C)C[C@@H]1OCCCC[C@@H](C)Oc2ccc(NS(=O)(=O)c3ccc(C)cc3)cc2C(=O)N([C@H](C)CO)C[C@H]1C
-2.2	-6[16.7 µM]	CNC[C@H]1Oc2c(NC(=O)NC3CCCCC3)cccc2C(=O)N([C@@H](C)CO)C[C@@H]1C
-1.0	-6[16.7 µM]	C[C@H]1CN([C@@H](C)CO)S(=O)(=O)c2ccc(C3=CCCCC3)cc2O[C@H]1CN(C)C

# Overlap with the part before: 4 compounds, followed by the next part.
CFTR F508del cor	miR122 inh	Structure
-4.5	-9[16.7 µM]	Cc1cccc(-c2ccc([C@@H]3[C@@H](CO)N4CCCCN(S(=O)(=O)c5ccccc5F)C[C@@H]34)cc2)c1
2.3	-7[16.7 µM]	CCCN(C)C[C@@H]1OCCCC[C@@H](C)Oc2ccc(NS(=O)(=O)c3ccc(C)cc3)cc2C(=O)N([C@H](C)CO)C[C@H]1C
-2.2	-6[16.7 µM]	CNC[C@H]1Oc2c(NC(=O)NC3CCCCC3)cccc2C(=O)N([C@@H](C)CO)C[C@@H]1C
-1.0	-6[16.7 µM]	C[C@H]1CN([C@@H](C)CO)S(=O)(=O)c2ccc(C3=CCCCC3)cc2O[C@H]1CN(C)C
2.9	-5[16.7 µM]	C[C@@H]1CN([C@@H](C)CO)C(=O)c2cccc(NC(=O)C3CCCCC3)c2O[C@@H]1CN(C)Cc1ccc(-c2ccccc2)cc1
1.6	-2[16.7 µM]	Cc1ccccc1S(=O)(=O)Nc1ccc2c(c1)C(=O)N(C)[C@H]1CC[C@@H](CC(=O)O)O[C@@H]1CO2
3.1	16[16.7 µM]	CCCN1C[C@H](C)[C@H](OC)CN(C)C(=O)c2cc(NC(=O)Nc3cccc(OC)c3)ccc2OC[C@@H]1C
-0.2	-1[16.7 µM]	COCC#Cc1cnc2c(c1)C(=O)N([C@@H](C)CO)C[C@H](C)[C@H](CN(C)Cc1ccc(-c3ccccc3)cc1)O2
0.0	4[16.7 µM]	C/C=C/c1cnc2c(c1)C(=O)N([C@H](C)CO)C[C@@H](C)[C@H](CN(C)C(=O)C1CCC1)O2
-2.5	-4[16.7 µM]	C[C@@H]1CN([C@H](C)CO)C(=O)c2cc(C3=CCCCC3)cnc2O[C@@H]1CN(C)S(C)(=O)=O
-6.7	-1[16.7 µM]	Cc1noc(C)c1S(=O)(=O)Nc1ccc2c(c1)C(=O)N([C@H](C)CO)C[C@H](C)[C@H](CN(C)Cc1ccc(C(F)(F)F)cc1)O2
-1.1	-11[16.7 µM]	COc1ccccc1-c1cnc2c(c1)C(=O)N([C@@H](C)CO)C[C@H](C)[C@@H](CN(C)CC1CCOCC1)O2
-1.0	8[16.7 µM]	C[C@@H]1CN([C@@H](C)CO)C(=O)Cc2cc(NC(=O)Cn3cnnn3)ccc2O[C@H]1CN(C)C(=O)Nc1ccc(F)cc1
-2.7	5[16.7 µM]	CCC(=O)N1C[C@@H](C)[C@@H](OC)CN(C)C(=O)c2cc(NC(=O)c3cc(C)on3)ccc2OC[C@H]1C
-2.2	29[16.7 µM]	C[C@H](CO)N1C[C@H](C)[C@@H](CN(C)Cc2cncnc2)Oc2cc(C#CC3CC3)ccc2S1(=O)=O
-5.9	-6[16.7 µM]	CCCN(C)C[C@H]1Oc2cc(-c3cccc(F)c3)ccc2S(=O)(=O)N([C@@H](C)CO)C[C@H]1C
-2.4	-15[16.7 µM]	CO[C@H]1CN(C)C(=O)c2cc(NS(C)(=O)=O)ccc2OC[C@H](C)N(Cc2ccccn2)C[C@@H]1C
-1.6	2[16.7 µM]	C[C@@H]1CN([C@H](C)CO)C(=O)CCCn2cc(nn2)CO[C@@H]1CN(C)C(=O)Nc1ccccc1F
-1.3	2[16.7 µM]	C[C@H](CO)N1C[C@H](C)[C@@H](CN(C)S(=O)(=O)c2ccccc2)Oc2ccc(NS(C)(=O)=O)cc2C1=O
0.6	-14[16.7 µM]	CN(C)C(=O)c1ccc(-c2ccc3c(c2)[C@@H]2[C@@H](CCN2Cc2cncnc2)[C@@H](CO)N3)cc1
1.7	20[16.7 µM]	C[C@H](CO)N1C[C@H](C)[C@H](CN(C)Cc2ccc(F)cc2)Oc2ncc(C#Cc3ccccc3)cc2C1=O
-1.0	-83[16.7 µM]	CC(=O)N1[C@H](CN(C(=O)c2ccc(F)cc2)C(C)C)[C@@H](c2ccccc2)[C@@H]1CO
6.6	-2[16.7 µM]	C[C@H](CO)N1C[C@H](C)[C@H](CN(C)Cc2ccc(-c3ccccc3)cc2)Oc2c(NC(=O)C3CCCCC3)cccc2C1=O
1.1	-1	Cc1ccc(-n2nnnc2CSc2nnc(-c3ccc(O)cc3)o2)cc1

# Single entries from the entries so far.
# `CO[C@H]1CN(C)C(=O)c2cc(NS(C)(=O)=O)ccc2OC[C@H](C)N(Cc2ccccn2)C[C@@H]1C` @ CFTR F508del cor = -2.4
# `Cc1noc(C)c1S(=O)(=O)Nc1ccc2c(c1)C(=O)N([C@H](C)CO)C[C@H](C)[C@H](CN(C)Cc1ccc(C(F)(F)F)cc1)O2` @ CFTR F508del cor = -6.7
# `C[C@@H]1CN([C@H](C)CO)C(=O)CCCn2cc(nn2)CO[C@@H]1CN(C)C(=O)Nc1ccccc1F` @ miR122 inh = 2[16.7 µM]

# Next structures
CFTR F508del cor	miR122 inh	Structure
6.8	0[16.7 µM]	Cc1ccc(S(=O)(=O)Nc2ccc3c(c2)C(=O)N([C@H](C)CO)C[C@@H](C)[C@H](CN(C)C(=O)Nc2cccc4ccccc24)O3)cc1
2.7	-1[16.7 µM]	CCCNC(=O)Nc1ccc2c(c1)C(=O)N(C)C[C@H](OC)[C@@H](C)CN(Cc1ccccc1)[C@@H](C)CO2
-2.4	32[16.7 µM]	O=C(C[C@H]1CC[C@H]2[C@@H](COC[C@H](O)CN2Cc2cc(F)cc(F)c2)O1)Nc1nccs1
-1.3	-3	Cc1ccc(/C=C/C(=O)NCc2ccncc2)cc1
2.7	-4	COc1ccc([C@@H]2C[C@@H](c3ccccc3)Oc3cc(OC)c(OC)c(OC)c32)cc1
-1.5	11[16.7 µM]	C[C@@H]1CN([C@H](C)CO)C(=O)Cc2cc(N(C)C)ccc2O[C@@H]1CN(C)Cc1ccc2c(c1)OCO2
0.7	4[16.7 µM]	COc1ccc(S(=O)(=O)N[C@@H]2CC[C@@H](CCNC(=O)Cc3ccccn3)O[C@@H]2CO)cc1
2.8	8[16.7 µM]	Cc1nn(C)cc1NC(=O)C[C@@H]1CC[C@@H]2[C@@H](COc3ccc(NC(=O)C4CCC4)cc3C(=O)N2C)O1
1.0	6	COc1ccc(C(=O)Nc2cccc(S(=O)(=O)N(C)C)c2)cc1S(=O)(=O)N1CCOCC1
-3.1	-1[16.7 µM]	Cc1ccc(-c2ccc([C@@H]3[C@H]4CN(C(=O)Nc5cccc(F)c5)CCCCN4[C@H]3CO)cc2)cc1
-1.1	-1[16.7 µM]	COc1ccc(NC(=O)N(C)C[C@@H]2OCc3cn(nn3)CCCC(=O)N([C@H](C)CO)C[C@@H]2C)cc1
-2.0	-11[16.7 µM]	C[C@@H]1CN([C@@H](C)CO)S(=O)(=O)c2ccc(-c3ccccc3)cc2O[C@@H]1CN(C)C(=O)C1CCC1
2.1	1[16.7 µM]	CO[C@@H]1CN(C)C(=O)c2cc(NC(=O)Nc3cccc(Cl)c3)ccc2OC[C@H](C)N(C(=O)Nc2c(C)noc2C)C[C@H]1C
1.7	7[16.7 µM]	C/C=C/c1cnc2c(c1)C(=O)N([C@@H](C)CO)C[C@H](C)[C@H](CN(C)C(=O)C1CCC1)O2
1.8	15[16.7 µM]	C[C@H]1CN([C@@H](C)CO)C(=O)c2cc(NS(=O)(=O)c3ccccc3)ccc2O[C@H]1CN(C)C(=O)Nc1ccc(C(F)(F)F)cc1
-2.3	-10[16.7 µM]	CO[C@@H]1CN(C)C(=O)c2ccc(NC(=O)Nc3ccc(Cl)cc3)cc2OC[C@H](C)NC[C@@H]1C
-3.6	-9[16.7 µM]	COc1ccc(C#Cc2ccc([C@@H]3[C@@H](CO)N4CCCCN(C(=O)Nc5cccc(F)c5)C[C@H]34)cc2)cc1
0.8	2[16.7 µM]	C[C@@H]1CN([C@H](C)CO)C(=O)CCCn2cc(nn2)CO[C@@H]1CN(C)C(=O)c1ccc(N2CCN(C)CC2)cc1
-2.3	31[16.7 µM]	C[C@H]1CN([C@@H](C)CO)C(=O)c2cccc(NC(=O)c3nc4ccccc4s3)c2O[C@H]1CN(C)Cc1ccc(C(=O)Nc2ccccc2N)cc1
-1.8	-2[16.7 µM]	Cc1ccccc1-c1cnc2c(c1)C(=O)N([C@@H](C)CO)C[C@H](C)[C@H](CN(C)Cc1cncnc1)O2
2.5	-8[16.7 µM]	CCCC#Cc1cnc2c(c1)C(=O)N([C@@H](C)CO)C[C@H](C)[C@H](CN(C)S(=O)(=O)c1cn(C)cn1)O2
1.3	13[16.7 µM]	CC(=O)N1CCCCN2[C@H](CO)[C@H](c3ccc(-c4ccc(F)cc4)cc3)[C@@H]2C1
-3.2	-6[16.7 µM]	C[C@H](CO)N1C[C@H](C)[C@H](CN(C)C(=O)Nc2ccccc2)OCCCC[C@H](C)Oc2ccc(N(C)C)cc2C1=O
1.0	32[16.7 µM]	C[C@@H]1CN([C@H](C)CO)S(=O)(=O)c2ccc(C#Cc3ccccc3F)cc2O[C@H]1CN(C)C(=O)Cc1ccncc1
-2.0	2[16.7 µM]	C[C@H]1CN([C@@H](C)CO)C(=O)Cc2cc(NC(=O)Nc3ccc(F)cc3)ccc2O[C@@H]1CN(C)S(=O)(=O)c1cn(C)cn1
-2.1	4	O=C(Nc1nc(-c2ccccc2)c(C(=O)c2ccccc2)s1)c1ccc(S(=O)(=O)N2CCCCC2)cc1
4.7	-3[16.7 µM]	C[C@H]1CN([C@@H](C)CO)C(=O)Cc2cc(NS(=O)(=O)c3ccc(Cl)cc3)ccc2O[C@@H]1CN(C)Cc1ccc(-c2ccccc2)cc1
-0.8	12[16.7 µM]	CC(=O)N1[C@H](CO)[C@@H]2c3ccccc3N(C(=O)c3ccc(F)cc3)C[C@@H]21
-2.7	-17[16.7 µM]	CC(C)NC(=O)N1C[C@@H]2[C@H](c3ccccc31)[C@H](CO)N2C(=O)Nc1ccccc1
-3.8	-11[16.7 µM]	CCCNC(=O)Nc1ccc2c(c1)C(=O)N(C)C[C@H](OC)[C@H](C)CN(Cc1ccccn1)[C@@H](C)CO2
2.5	-11[16.7 µM]	CCCN1C[C@H](C)[C@@H](OC)CN(C)C(=O)c2ccc(NC(=O)c3ccc(F)cc3)cc2OC[C@@H]1C
-1.4	-15[16.7 µM]	COc1ccc(-c2cnc3c(c2)C(=O)N([C@H](C)CO)C[C@H](C)[C@H](CN(C)C(=O)C2CCCCC2)O3)cc1
-0.1	0[16.7 µM]	CCCNC(=O)Nc1ccc2c(c1)C(=O)N(C)C[C@@H](OC)[C@@H](C)CN(Cc1ccncc1)[C@H](C)CO2
3.0	-4[16.7 µM]	CO[C@H]1CN(C)C(=O)c2cc(NC(C)=O)ccc2OC[C@H](C)N(CC2CCCCC2)C[C@H]1C

# Screening data (PubChem)
